# Bioassay records: PubChem BioAssay, National Center for Advancing Translational Sciences (NCATS)
# FLuc counter – inhibits or activates purified firefly luciferase, miR-21 counter-screen; purified FLuc, Km substrates, luminescence inhibition; Potency, µM (top dose mostly 57.5 µM), for the others: at the highest dose activity change, negative = inhibition, hits mostly inhibitors; actives 6.9% (n = 360,000); active = well fitted inhibition curve with a large enough effect; inconclusive = small, poorly fitted or top-dose-only effect;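 note: plate controls were vehicle for no effect and reference inhibitor for full effect; nearly all actives have a fitted effect of over 55% in size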
# Target sequence (P08659 whole entry, looked up): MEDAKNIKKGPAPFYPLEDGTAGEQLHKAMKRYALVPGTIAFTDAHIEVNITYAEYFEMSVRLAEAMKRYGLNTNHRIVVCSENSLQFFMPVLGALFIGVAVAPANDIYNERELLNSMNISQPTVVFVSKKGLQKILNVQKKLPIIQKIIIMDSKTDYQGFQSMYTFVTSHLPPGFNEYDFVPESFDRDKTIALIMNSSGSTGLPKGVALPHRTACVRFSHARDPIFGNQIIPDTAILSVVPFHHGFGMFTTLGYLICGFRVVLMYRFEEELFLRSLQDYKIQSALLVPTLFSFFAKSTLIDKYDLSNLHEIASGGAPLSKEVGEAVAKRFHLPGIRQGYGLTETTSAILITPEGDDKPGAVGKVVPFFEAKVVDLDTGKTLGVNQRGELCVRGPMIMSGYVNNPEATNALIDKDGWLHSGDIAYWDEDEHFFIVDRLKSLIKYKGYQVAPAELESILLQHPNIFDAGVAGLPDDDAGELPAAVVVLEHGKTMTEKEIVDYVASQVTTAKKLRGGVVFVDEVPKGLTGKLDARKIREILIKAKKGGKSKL
#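 Purified P. pyralis luciferase (10nM final) with 10uM D-luciferin and 10uM ATP (Km levels) in 50mM Tris acetate pH 7.5, 10mM Mg acetate, 0.01% Tween-20, 0.05% BSA; qHTS 6-point titration, ~60 µM downward; luminescence read.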
# Starred values were filed as active, the others as inactive; ? = inconclusive. Potency is the fitted concentration of half-maximal effect. Only part of the results is shown; count on the stated rates, not on these rows.
SMILES	FLuc counter
Cc1ccc(C(=O)Nc2ccc(S(=O)(=O)N(Cc3ccccc3)c3ccccc3)cc2)cc1	-5.5%
CCOc1ccc(S(=O)(=O)N(C(=O)c2ccncc2)c2ccc3oc(C)c(C(=O)OC)c3c2)cc1	-1.0%
CCOc1ccc(N(C(=O)c2ccc(OC)cc2)S(=O)(=O)c2ccc3c(c2)n(C)c(=O)n3C)cc1	-5.7%
CCC(=O)N1c2nc(-c3ccco3)nn2C2(CCCCC2)[C@@H]2CCCC[C@@H]21	2.4%
Cc1cccc(Cn2c(CN3CCC(C(=O)NCCc4ccccc4)CC3)cc3ccccc32)c1	-1.9%
Cc1cc2nc(-c3cccc(NC(=O)CSc4ccc(Cl)cc4)c3)oc2cc1C	1.9µM*
Cc1ccc(N2CC(NC(=O)Cc3ccc(F)cc3)CC2=O)cc1 (configuration not stated)	-1.4%
Cc1ccc(CN(Cc2ccco2)C(=O)c2ccc(Cl)cc2)o1	-17.1%
Cc1ccc2c(c1)N(C(=O)N1CCC(C(=O)NCc3ccccc3C)CC1)CC(C)O2 (configuration not stated)	7.4%
Cc1cccc(C)c1NC(=O)Cn1nc(C)c2sc3ccccc3c2c1=O	-6.2%
CCCCn1c(=NC(=O)C(C)(C)Oc2ccc(Cl)cc2)c(C(=O)OCC)cc2c(=O)n3ccccc3nc21	3.2%
O=C(NCc1ccccc1)C(=O)Nc1c2c(nn1-c1ccc(F)cc1)CSC2	-2.8%
O=C(NCC(c1ccc2c(c1)OCO2)N1CCN(c2ccccc2)CC1)c1ccccc1 (configuration not stated)	-11.1%
CCOc1ccccc1CNC(=O)Cn1c(=O)c2cccn2c2ccc(F)cc21	10.2%
CCc1ccc(NC(=O)c2ccc(CN3C(=O)C(C)=C(c4ccc(C)cc4)S3(=O)=O)cc2)cc1	-5.8%
Cc1ccccc1N1CCN(S(=O)(=O)c2nnc(NC(=O)c3ccccc3)s2)CC1	-8.1%

# 3 compounds drawn at random from those above, as already listed:
SMILES	FLuc counter
CCCCn1c(=NC(=O)C(C)(C)Oc2ccc(Cl)cc2)c(C(=O)OCC)cc2c(=O)n3ccccc3nc21	3.2%
O=C(NCC(c1ccc2c(c1)OCO2)N1CCN(c2ccccc2)CC1)c1ccccc1 (configuration not stated)	-11.1%
CCOc1ccccc1CNC(=O)Cn1c(=O)c2cccn2c2ccc(F)cc21	10.2%

# Carrying on:
SMILES	FLuc counter
CCC(C(=O)NCc1ccccc1)n1nc(C)c2sc3ccccc3c2c1=O (configuration not stated)	2.3%
COc1ccc(CCNC(=O)c2cc3c(=O)n4ccccc4nc3n2C)cc1	1.1%
Cc1nnc(SCc2cc(=O)n3cccc(C)c3n2)s1	-6.3%
Cc1cccc2nc(Cn3c(=O)n(-c4ccccc4)c(=O)c4c5c(sc43)CCC5)cc(=O)n12	6.2%
CC(C)(C)c1ccc(OCC(=O)N(Cc2ccco2)Cc2ccccc2F)cc1	-3.3%
Cc1ccc(CN2CCSc3ccc(C(=O)N4CCN(c5cccc(C)c5C)CC4)cc32)cc1	-2.3%
CCC(C)NC(=O)Cn1c(=O)n(-c2ccc(C)c(C)c2)c(=O)c2c(C)c(C(=O)N(CC)CC)sc21 (configuration not stated)	-3.0%
O=C(Nc1noc2ccccc12)c1cccc(F)c1	2.39µM*
CCC(C(=O)NCc1ccccc1Cl)n1c(=O)c2cccn2c2ccccc21 (configuration not stated)	-19.0%
C=Cc1ccc(Cn2c(C)c(CNCCc3ccccc3C)c(C(=O)O)c2C)cc1	-5.5%
Cc1ccc(-c2nnc(Nc3ccc(OCC(N)=O)cc3)c3ccccc23)cc1S(=O)(=O)N(C)C	?
CC1=C(C(=O)NCc2ccc(Cl)cc2)C2(CCCCC2)OC1=O	-9.3%
COc1ccc(OC)c(NC(=O)N2CC(C)Oc3ccc(C)cc32)c1 (configuration not stated)	-4.9%
CNS(=O)(=O)c1cc(-c2nn3c(C)nnc3c3ccccc23)ccc1C	1.8%
CC1CCCCN1C(=O)CSc1n[nH]c(-c2ccccc2)n1 (configuration not stated)	?
COc1ccc(Cl)cc1NC(=O)c1noc2c1CCc1ccccc1-2	-3.1%
NC(=O)Cn1c(=O)n(CCCCCC(=O)NCc2ccc3c(c2)OCO3)c(=O)c2sccc21	-2.2%
O=C(CSc1nc(-c2ccccc2)[nH]c1-c1ccccc1)Nc1ccc2c(c1)OCCO2	9.53µM*
O=C(NCc1ccccc1)N1CCc2c(sc3c2CCCC3)C1c1ccccc1 (configuration not stated)	1.4%
COc1ccc(C2CC(=O)c3cc(-c4nc(-c5ccc(C)cc5)cs4)c(=O)[nH]c3C2)cc1 (configuration not stated)	5.7%
COc1ccccc1CNC(=O)CN(c1ccccc1OC)S(C)(=O)=O	-0.8%
CC1CCc2c(sc(NC(=O)c3ccccc3)c2C(=O)Nc2ccccc2)C1 (configuration not stated)	2.0%
O=C(NCc1cccs1)c1nn(-c2ccccc2Cl)nc1CO	7.2%
CCOc1ccc(NC(=O)C2CCCN(c3nnc(-n4c(C)ccc4C)s3)C2)cc1 (configuration not stated)	0.1%
COc1ccc(-c2c(C)c3ccc(O)c(CN4CCOCC4)c3oc2=O)cc1	-1.3%
CC(=O)Nc1ccccc1-c1nc2ccccc2n(C(C)C(=O)Nc2cc(Cl)ccc2C)c1=O (configuration not stated)	2.7%
Cc1c(Cl)cccc1NC(=O)CCN1C(=O)c2ccccc2Sc2ncccc21	-4.4%
Cc1ccc(N(C)C(=O)Cn2ncc3c([nH]c4ccccc43)c2=O)cc1C	-17.6%
C=Cc1ccc(Cn2c(=O)cc(C)c3c(C)nn(C)c32)cc1	-1.3%
CSC1=NC2(CCN(C(=O)NC3CCCCC3)CC2)N=C1c1ccc(C(C)(C)C)cc1	-15.5%
Cc1ccc(CNC(=O)c2ccc(-c3nc(CS(=O)(=O)c4ccc(C)cc4)c(C)o3)cc2)cc1	-7.6%
Cc1ccc(NC(=O)C(=O)NCC(c2cccnc2)N2CCN(C)CC2)cc1F (configuration not stated)	-9.0%
O=C(NCC(c1ccc2c(c1)OCO2)N1CCN(c2ccccc2F)CC1)c1ccccc1F (configuration not stated)	-0.8%
COc1ccc2oc(=O)cc(CN3CCN(c4ccc(F)cc4)CC3)c2c1	-8.4%
O=S(=O)(c1ccccc1)c1nc(-c2ccc(Cl)cc2Cl)oc1N1CCCCC1	-0.9%
CCC(=O)N1c2ccccc2CC1C(=O)NCCCN1CCN(c2ccccc2)CC1 (configuration not stated)	-4.2%
CCCC(=O)Nc1cccc(-c2nc3ncccc3o2)c1	5.7%
Cc1c(Cl)cccc1NC(=O)CSc1nc(=O)[nH]c2c1CCC2	-1.0%
COc1cc2c(=O)c(C(=O)c3ccc(C)c(C)c3)cn(Cc3ccccc3)c2cc1OC	-11.4%
CCOc1ccc(C2C(=O)N(C3CCCCCC3)CC(=O)N2CCc2ccccc2)cc1OC (configuration not stated)	-1.1%
Cc1ccc(CCNC(=O)c2c3c(nc4ccccc24)C(=O)N(C2CCCCC2)C3)cc1	-3.6%
CCOc1ccc(CNC(=O)Cn2c(=O)c3cccn3c3cccnc32)cc1	1.4%
CCOc1ccc(-c2cnc(NCc3ccc(C(F)(F)F)cc3)n2C)cc1	4.2%
COc1ccc(CNS(=O)(=O)c2ccc3c(c2)NC(=O)C(C)C(=O)N3)cc1 (configuration not stated)	-9.3%
CCN(CC)CCCNC(=O)c1c(C)oc2ncnc(N3CCOCC3)c12	-0.3%
COc1ccc(CCNC(=O)NCc2noc3ccc(C)cc23)c(OC)c1	-10.1%
CCCc1ccc(S(=O)(=O)N2CCC(Oc3ccc(-n4cnnn4)cc3)CC2)cc1	1.7%
O=C(Cn1ccc2cc(S(=O)(=O)N3CCCCC3)ccc21)NCCc1ccccc1Cl	1.1%
CCn1nnc2cc(C(=O)Nc3ccc(Cl)cc3C)ccc21	-9.5%
CC(C)NC(=O)c1cnc2sc(N3CCCCCC3)nn2c1=O	4.3%
COc1ccc(-c2nc3c(C#N)c[nH]n3c2NC2CCCC2)cc1	-11.2%
Cn1cc(-c2cc3n(n2)CCC(=O)N3CC(=O)O)c2ccccc21	-15.5%
Cc1ccccc1NC(=O)N1CCc2cc(S(=O)(=O)N3CCC(C)CC3)ccc21	-1.4%
CCN(CC)S(=O)(=O)c1nnc(NC(=O)c2ccc(Br)cc2)s1	-7.1%
Cc1cccc(NC(=O)CSc2nnc(CNC(=O)c3cccc(C)c3)n2-c2ccccc2)c1	-10.2%
O=C(COc1ccccc1F)Nc1nnc(SCc2cc(=O)c3ccccc3[nH]2)s1	?

# (continued)
SMILES	FLuc counter
Clc1cccc(-n2ncc3c(N4CCCCC4)ncnc32)c1	0.426µM*
Cc1ccccc1NC(=O)CSc1c(C(C)C)cnc2c1c(=O)n(C)c(=O)n2C	-6.0%
CCOc1ccc(C(=O)Nc2onc3c2CCCC3)cc1	0.301µM*
CCOC(=O)c1[nH]c(C)c(CCC(=O)N2CCN(c3cccc(OC)c3)CC2)c1C	-2.8%
CCOC(=O)c1cc(C)n(CC2CCC(C(=O)Nc3ccc(Cl)cc3)CC2)c1C (configuration not stated)	3.4%
Cc1ccc(-c2nnc(Nc3ccccc3)c3ccccc23)cc1S(=O)(=O)N1CCOCC1	-2.8%
CCN(CC)C(=O)c1sc2c(c1C)c(=O)n(-c1ccc(C)c(C)c1)c(=O)n2Cc1cc(=O)n2ccccc2n1	-0.7%
COc1ccc(-c2cc(OC(=O)c3ccccc3C)c3c(C)oc(C)c3c(=O)c2)cc1	?
Cc1cccc(S(=O)(=O)c2cn(Cc3ccc(F)cc3)c3cc(N4CCCCC4)c(F)cc3c2=O)c1	-1.7%
Cc1ccc(NC(=O)CCS(=O)(=O)c2ccc(Br)cc2)c(C)c1	-2.3%
Cc1cccc(NC(=O)CCn2nc(C)c3c(C)n(-c4ccccc4)nc3c2=O)c1C	-0.4%
CC(=O)Nc1c(C)nn(-c2ccccc2)c1N1CCC(C(=O)Nc2ccc(Cl)cc2C)CC1	-11.9%
CC(C)Oc1ccc(C(=O)N(Cc2ccc(N(C)C)cc2)C2CCS(=O)(=O)C2)cc1 (configuration not stated)	-0.5%
Cc1cc(NS(=O)(=O)c2ccc(NC(=O)c3ccccc3C)cc2)nc(C)n1	-3.5%
Cc1ccc(Cn2c(CNS(=O)(=O)c3c(C)cc(C)cc3C)nc3cccnc32)cc1	-15.6%
CC(C)c1ccc(NC(=O)c2ccc(Cn3nc(N4CCN(c5ccccc5)CC4)ccc3=O)o2)cc1	?
COc1ccc(C(=O)Nc2nc3n(n2)C(c2ccc(Cl)cc2)C=C(c2ccccc2)N3)cc1OC (configuration not stated)	?
CC(NC(=O)CSc1nc(-c2cccc(Cl)c2)nc2cc(=O)[nH]n12)c1nc2ccccc2n1C (configuration not stated)	-6.5%
O=C(Nc1cccc(Cl)c1Cl)c1cc2nc(-c3ccc(Cl)cc3)cc(C(F)(F)F)n2n1	-1.1%
Cc1ccc(C(=O)Nc2ccc(F)cc2)cc1S(=O)(=O)N1CCCCCC1	?
Cc1ccccc1OCC(=O)N(Cc1ccc(C(C)C)cc1)C1CCS(=O)(=O)C1 (configuration not stated)	-6.3%
COc1ccc(CC(=O)N2CCc3c([nH]c4ccccc34)C2c2ccc(SC)cc2)cc1 (configuration not stated)	-3.8%
Cc1c(C(=O)O)oc2c1-c1nn(Cc3ccc(Cl)cc3)cc1CC2	-1.6%
O=C(Nc1onc2c1CCCC2)c1ccc(Cl)cc1	1.9µM*
CCN(C(=O)Cn1cc(S(=O)(=O)Cc2ccccc2Cl)c2ccccc21)c1ccccc1	-2.2%
Cc1nc2ccc(S(=O)(=O)N(CC(=O)Nc3cccc(C)c3C)Cc3ccccc3)cc2s1	1.3%
CC(C)(C)n1ncc2c(=O)n(Cc3cccc(C#N)c3)cnc21	3.5%
Cn1c(Oc2ccc(F)cc2)nc2c1c(=O)n(Cc1ccccc1Cl)c(=O)n2C	-2.6%
COc1ccc(-c2noc(N3CCN(c4cccc(C)c4C)CC3)n2)cc1OC	0.7%
CCOc1cc(-c2nnc(SCC(=O)Nc3ccc(F)c(F)c3)nc2-c2ccc(OC)c(OCC)c2)ccc1OC	-2.6%
COc1cccc(-c2ccc3c(N)c(C(=O)Nc4cc(F)ccc4F)sc3n2)c1	-9.8%
COc1ccc(-c2onc(C)c2C)cc1S(=O)(=O)NC1CCC(C)CC1 (configuration not stated)	0.6%
O=C(NCCc1ccc(Cl)cc1)c1ccc(Nc2nc3ccccc3n3nnnc23)cc1	-0.2%
COc1ccc(Cn2ccc3nc(C)c(C(=O)NCc4ccc(C)cc4)cc3c2=O)cc1	2.3%
COc1ccc(-n2nc(C(=O)Nc3ccccn3)c3c4ccccc4n(C)c3c2=O)cc1	-1.8%
CCCCc1nn2c(=O)cc(COC(=O)c3cccc(NC(=O)c4cccs4)c3)nc2s1	-2.9%
Cc1ccc(-n2cc(-c3ccccc3)c3c(N4CCC(C)CC4)ncnc32)cc1Cl	-1.8%
CN1CCN(C(CNC(=O)C(=O)Nc2ccccc2)c2ccc3c(c2)OCO3)CC1 (configuration not stated)	-1.0%
CC(=O)c1ccc(NC(=O)c2ncn(-c3ccccc3)n2)cc1	-16.7%
O=C(NCc1ccc2c(c1)CCN2C(=O)c1ccncc1)c1ccccc1Cl	6.4%
CC(=O)c1ccc(NC(=O)c2cc(-c3ccc(C)s3)nc3ccccc23)cc1	-32.6%
CCOC(=O)c1c(S(=O)(=O)N2CCC(C(=O)Nc3ncccc3C)CC2)c(C)n(C)c1C	0.7%
